# LDHA block: LDHA (human) enzyme inhibition. P00338. purified LDHA, NADH/diaphorase-resazurin fluorescence; stronger effect = lower value. activity change, % (values are at about 110 or 230 µM). 480,000 compounds, 0.15% hits; in the data active = activity change below about -30%;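 note: plate controls were DMSO wells for no effect and wells without enzyme for full effect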
#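 Remaining NADH was detected by diaphorase (0.133 mg/mL) converting 37 µM resazurin to fluorescent resorufin, read at 0 and 20 minutes. The preceding 5-minute room-temperature reaction used 2 nM LDHA, 0.2 mM sodium pyruvate and 0.06 mM NADH at pH 7.4.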
# * = called active by the depositor. Some of the compounds tested; rates above refer to the full screens.
SMILES,LDHA block
O=C(Nc1ccc(Cl)c(S(=O)(=O)N2CCCC2)c1)C1CC(=O)N(CCc2ccccc2)C1 (centres undefined),-6
O=C(O)CNC(=O)CNS(=O)(=O)c1ccccc1,0
CS(=O)(=O)CCC(C(=O)NC1CCN(Cc2ccccc2)CC1)N1Cc2ccccc2C1=O (centres undefined),4
CCOC(=O)COc1ccc2c(C)c(Cc3ccccc3)c(=O)oc2c1C,-10
NC(=O)NC(=O)CSC1=Nc2ccccc2CS1,6
Cc1nn(-c2nc3c(c(=O)[nH]c(=O)n3C)n2Cc2ccccc2Cl)c(C)c1C,1
Cc1cc(S(=O)(=O)N(C)C)cc(NS(=O)(=O)c2cccc(Cl)c2Cl)c1C,3
COc1ccc2[nH]c(C(=O)NCc3ccccn3)c(C)c2c1,-1
CC(C)N1CCC(CNC(=O)Nc2ccccc2F)C1 (centres undefined),-3
Cc1cccc(-c2nn3c(N(C)C)cc(C)nc3c2C)c1,14
CCOC(=O)c1ccccc1NC(=O)COC(=O)c1ccc2c(c1)NC(=O)C(C)S2 (centres undefined),1
O=C(CSCC(=O)N(Cc1cccs1)C1CC1)c1ccccc1,3
CCN(CC)S(=O)(=O)c1ccc2cc(OC)ccc2c1,1
CCCCCC1CCC(c2ccc(-c3ccc(CC)cn3)cc2)CC1 (centres undefined),3
O=C(CC1CCCC1)NCC1CCCO1 (centres undefined),5
COc1cc(OC)c2c(C)c(CC(=O)NCCc3ccc(OC)c(OC)c3)c(=O)oc2c1,7
O=C(O)CCc1cccc(Cl)c1Cl,1
CC(C)=CC(=O)Nc1cc(Cl)cc(Cl)c1,4
CCCN1CCN(C(=O)CC2CCN(C(=O)c3ccc4nc(-c5ccc(C)cc5)oc4c3)CC2)CC1,0
O=C(c1ccn(COc2ccccc2)n1)N1CCN(Cc2ccc(Cl)cc2)CC1,-10
CSCC[C@H](Nc1ncnc2sc3c(c12)CCCC3)C(=O)O,2
CSC(C)C(=O)Nc1cccc(I)c1 (centres undefined),-1
COc1ccc(C)cc1NC(=O)c1ccc(Br)o1,-2
O=C(Nc1ccccc1)C1CCCO1 (centres undefined),5
Cc1ccc(C)c(-c2[nH]c3ccccc3c2C=O)c1,10
CCOc1cc2c(cc1/C=C(/C#N)c1ccccn1)OC(C)C2 (centres undefined),10
O=C(CCc1ncc(-c2ccc(F)cc2F)o1)NCC(c1ccccc1)N1CCCC1 (centres undefined),0
CC(=O)Nc1cccc(OC(=O)C23CC4CC(CC(C4)C2)C3)c1,-8
COc1cc(OC)c(N2CC(C(=O)Nc3c(C)nn(C)c3C)CC2=O)cc1Cl (centres undefined),-6
COc1ccc(C(C)=O)cc1CSCc1coc(-c2ccc(C)cc2)n1,3
Cc1cc(=O)oc2cc(OCc3ccc(C(=O)OCC4CCCO4)cc3)ccc12 (centres undefined),-17
O=C(Nc1ccc(Cl)c(C(F)(F)F)c1)c1ccc2ccccc2c1,6
O/N=C1/CCN(Cc2ccccc2)C1,4
Cc1cccc(CN2CCCN(c3cccc(C(=O)NCc4ccc5c(c4)OCO5)c3)C2=O)c1,5
CC(C)(C)OC(=O)Nc1ncnc2c1C(c1ccccc1)c1c(ccc3ccccc13)O2 (centres undefined),2
CC(OC(=O)c1cc(=O)[nH]c2ccccc12)C(=O)N1CCCCCC1 (centres undefined),7
Cc1ccc(C)c(C(=O)COC(=O)c2ccc3ccccc3n2)c1,-3
COc1ccc2[nH]c(=O)c(CN(C3CCCCC3)S(=O)(=O)c3ccccc3)cc2c1,-3
Cc1cc(Cl)ccc1NC(=O)c1nn(CC(C)C)c(=O)c2ccccc12,1
CCn1c(=O)c2ccccc2n(CC(=O)Nc2cccc3cccnc23)c1=O,3
COc1ccc(-c2nn3c(c2C)NC(=O)CC3C(=O)Nc2ccc(C)cc2)cc1 (centres undefined),8
Cc1ccc(NC(=O)CC2C(=O)OCCN2Cc2ccccc2)cc1Cl (centres undefined),3
CC(C)NC(=O)c1ccc(-c2ccc(F)cc2)o1,14
COCCn1c(=O)c2c(nc(-n3nc(C)c(C)c3C)n2Cc2cccc(C)c2)n(C)c1=O,4
O=C(Nc1ccccc1C(=O)NC1CC1)c1cnc2ccccc2n1,28
Cc1oc2cc(OCC(=O)Nc3ccc4c(c3)OCCO4)ccc2c(=O)c1-c1ccc(Cl)cc1,3
Cc1cnc(NC(=O)c2cc(F)ccc2F)s1,6
Cc1ccc(CN2CCC(CNC(=O)c3cccc4c3SCCC4=O)CC2)cc1,-3
CCn1nc(C(=O)N2CCN(CC(=O)NC3CC3)CC2)c2ccccc2c1=O,-1
O=C(CSCc1ccccc1)NCC1CCCO1 (centres undefined),4

# Three compounds from above, sorted by the value under LDHA block, low to high:
SMILES | LDHA block
Cc1oc2cc(OCC(=O)Nc3ccc4c(c3)OCCO4)ccc2c(=O)c1-c1ccc(Cl)cc1 | 3
COCCn1c(=O)c2c(nc(-n3nc(C)c(C)c3C)n2Cc2cccc(C)c2)n(C)c1=O | 4
CC(C)NC(=O)c1ccc(-c2ccc(F)cc2)o1 | 14

# (next part)
SMILES,LDHA block
CC(=O)CC1(C(C#N)C#N)C(=O)Nc2ccccc21 (centres undefined),-16
CCc1nn2c(=O)cc(CNc3cc4c(cc3Br)OCCO4)nc2s1,5
c1ccc(-n2nnnc2NCCCNC2CCCCC2)cc1,-1
Cc1ccccc1-c1nnc2sc(NC(=O)c3ccc(F)cc3)nn12,1
O=C(O)/C=C/c1ccc(-c2ccc(Br)cc2)o1,8
CC(C)=CC1C(C(=O)Nc2cccc(OC(F)F)c2C)C1(C)C (centres undefined),2
CCCN(Cc1ccccc1)C(=O)NCCC(=O)OCC,0
CCOc1ccc(CCN2C(=O)C(=O)N([C@@H](CC(C)C)CN3CCC[C@H]3CN3C(=O)C(=O)NC[C@@H]3CC(C)C)C[C@@H]2Cc2ccccc2)cc1,2
CS(=O)(=O)Oc1ccc2c(=O)c(-c3ccc(Br)cc3)coc2c1,3
CCNC(=S)N/N=C(/C)c1cc(Cl)ccc1Cl,-10

# A stretch of the results above:
SMILES,LDHA block
CC(OC(=O)c1cc(=O)[nH]c2ccccc12)C(=O)N1CCCCCC1 (centres undefined),7
Cc1ccc(C)c(C(=O)COC(=O)c2ccc3ccccc3n2)c1,-3
COc1ccc2[nH]c(=O)c(CN(C3CCCCC3)S(=O)(=O)c3ccccc3)cc2c1,-3
Cc1cc(Cl)ccc1NC(=O)c1nn(CC(C)C)c(=O)c2ccccc12,1
CCn1c(=O)c2ccccc2n(CC(=O)Nc2cccc3cccnc23)c1=O,3
COc1ccc(-c2nn3c(c2C)NC(=O)CC3C(=O)Nc2ccc(C)cc2)cc1 (centres undefined),8
Cc1ccc(NC(=O)CC2C(=O)OCCN2Cc2ccccc2)cc1Cl (centres undefined),3
CC(C)NC(=O)c1ccc(-c2ccc(F)cc2)o1,14
COCCn1c(=O)c2c(nc(-n3nc(C)c(C)c3C)n2Cc2cccc(C)c2)n(C)c1=O,4
O=C(Nc1ccccc1C(=O)NC1CC1)c1cnc2ccccc2n1,28
Cc1oc2cc(OCC(=O)Nc3ccc4c(c3)OCCO4)ccc2c(=O)c1-c1ccc(Cl)cc1,3
Cc1cnc(NC(=O)c2cc(F)ccc2F)s1,6
Cc1ccc(CN2CCC(CNC(=O)c3cccc4c3SCCC4=O)CC2)cc1,-3
CCn1nc(C(=O)N2CCN(CC(=O)NC3CC3)CC2)c2ccccc2c1=O,-1
O=C(CSCc1ccccc1)NCC1CCCO1 (centres undefined),4
CC(=O)CC1(C(C#N)C#N)C(=O)Nc2ccccc21 (centres undefined),-16
CCc1nn2c(=O)cc(CNc3cc4c(cc3Br)OCCO4)nc2s1,5
c1ccc(-n2nnnc2NCCCNC2CCCCC2)cc1,-1
Cc1ccccc1-c1nnc2sc(NC(=O)c3ccc(F)cc3)nn12,1
O=C(O)/C=C/c1ccc(-c2ccc(Br)cc2)o1,8
CC(C)=CC1C(C(=O)Nc2cccc(OC(F)F)c2C)C1(C)C (centres undefined),2
CCCN(Cc1ccccc1)C(=O)NCCC(=O)OCC,0

# The list continues:
SMILES,LDHA block
COCCn1c(N2CCN(Cc3ccc(Br)cc3)CC2)nc2c1c(=O)[nH]c(=O)n2C,1
O=C(Nc1ccc(Cl)c(C(F)(F)F)c1)c1cccc(I)c1,-4
Cc1ccc2[nH]cc(C(C(=O)O)N3CCN(c4ccc(F)cc4)CC3)c2c1 (centres undefined),8
O=C(CSc1ncnc2ccccc12)Nc1ccc(Cl)c(C(F)(F)F)c1,-8
COC(=O)c1c(CN2CCC(C(N)=O)CC2)nc2ccccc2c1C,13
CCOC(=O)C1=C(C)N(C)C(=O)NC1c1ccc(Br)s1 (centres undefined),0
Cc1ccc2oc(=O)cc(CN3CCC4(CC3)OCCO4)c2c1,-16
CC1CCCCN1C(C)CNC(=S)Nc1ccc(F)cc1F (centres undefined),-2
O=C1OC2OCCCC2C1Nc1ccc(I)cc1 (centres undefined),-6
NC(=O)C1CCN(C(=O)CCCC(=O)N2CCN(C(=O)c3cc4ccccc4[nH]3)CC2)CC1,8
CC1(C)C2CC=C(/C=N/NC(N)=S)C1C2 (centres undefined),4
O=S(=O)(C(Sc1ccc(Cl)cc1)=C(Sc1ccc(Cl)cc1)Sc1ccc(Cl)cc1)c1ccccc1,-1
Cc1cc(NCc2nc(-c3cccs3)no2)ccc1-n1cnnn1,9
Cc1ccc(C)c(N2CCN(C(=O)C3CCCN(c4nnc(-n5cccc5)s4)C3)CC2)c1 (centres undefined),9
COc1ccc(NC(=O)N2CCN(c3cnccn3)CC2)cn1,6
NNc1ncnc2ccc([N+](=O)[O-])cc12,7
Cc1cc2oc(=O)cc(COC(=O)c3cccs3)c2cc1C(C)C,0
CC1(c2ccc3c(c2)OCCO3)NC(=O)N(CC(=O)NCCc2c[nH]c3ccccc23)C1=O (centres undefined),-1
Cc1nn(-c2ccccc2)c(C)c1CN(C)S(=O)(=O)c1ccc(Cl)cc1F,1
COc1cc(OC)cc(C(=O)NCCNC(=O)c2cn(C)c3ccccc23)c1,7
O=C1CC(c2ccc(F)cc2)Cc2nc3nc(C(F)(F)F)nn3cc21 (centres undefined),12
CCCn1nc(C(=O)NCC(=O)Nc2ccc(F)c(F)c2)c2ccccc2c1=O,-1
C=CCNC(=O)NC(=O)CNc1ccccc1C#N,7
Cc1ccc(NS(=O)(=O)c2ccc(OCC(=O)NCc3ccc4c(c3)OCO4)cc2)cc1,9
CCCN(Cc1ccccc1)C(=O)Cc1n[nH]c(=O)c2ccccc12,-2
COc1cccc(C2C3=C(CCCC3=O)Nc3c(C#N)cnn32)c1OC (centres undefined),2
N#CCCn1cc(C(=O)Nc2ccc(Cl)cc2)c(-c2cccs2)n1,6
Cc1ccc2[nH]c(=O)c(CN(C)S(=O)(=O)c3ccc(Cl)cc3)cc2c1,-20
Cc1ccc(CN2C(=O)CS(=O)c3ccc(C(=O)NCc4ccccc4)cc32)cc1 (centres undefined),-3
O=C(O)CCC1NC(=O)N(CCc2c[nH]c3ccc(F)cc23)C1=O (centres undefined),4
CCc1ccc(-c2csc(NC(=O)c3nn(C)c(=O)c4ccccc34)n2)cc1,-3
O=C(Nc1ccc2oc(-c3cccc(I)c3)nc2c1)c1ccc2c(c1)OCO2,1
Cc1cccc2c1ccn2CCC(=O)Nc1nnc(C2CC2)s1,6
Cc1ccc2nc(CSc3nnc(N4CCCC4)n3-c3ccccc3Cl)cn2c1,0
CCC1Oc2cc(S(=O)(=O)N(C)CC(=O)N3CCCc4ccccc43)c(C)cc2NC1=O (centres undefined),0
Fc1ccccc1CNc1ccccc1,-1
CC(NC(=O)CC(C)(C)CC(=O)O)c1cc2ccccc2o1 (centres undefined),-2
CC(=O)Oc1ccc2c(C)c(CC(=O)NC3CCCCCC3)c(=O)oc2c1OC(C)=O,12
O=C(CCc1nc2ccccc2o1)NC1CCCCCC1,10
C=C(C)CC1(Nc2ccccc2C)CCCCC1,8
COc1ccc(Br)cc1/C=C(/C#N)C(=O)C(C)C,0
CCC(=O)Oc1ccc2c(-c3cc4ccccc4oc3=O)cc(=O)oc2c1,18
CCOc1cc2nc(-c3ccc(OC)c(OC)c3)nc(N3CCCC(C)C3)c2cc1OC (centres undefined),11
Cc1ccccc1CS(=O)(=O)N1CCC(C(=O)N2CCN(c3cccc(Cl)c3)CC2)CC1,0
CC(C)(C)OC(=O)NCc1ccc(C(=O)O)cc1,7
CC(=O)Nc1ccc(S(=O)(=O)N2CCN(S(=O)(=O)c3c(F)cccc3F)CC2)cc1,1
COc1ccc(C(=O)/C(=C/c2ccco2)c2nc3ccccc3o2)cc1,4
O=Cc1cc(Cl)c(OCc2ccc(C(=O)O)cc2)c(Cl)c1,-1
CN1CCN(CCC2(c3ccccc3)CCOC(C)(C)C2)CC1 (centres undefined),0
CCOc1ccc(S(=O)(=O)[C@H]2CS(=O)(=O)C[C@@H]2NCc2ccco2)cc1,5

# The listing continues.
SMILES,LDHA block
CCCNC(=O)C(N)Cc1c[nH]c2ccccc12 (centres undefined),2
O=C(NCc1nnc2n1CCC2)Nc1ccccc1,8
CC(C)(C)NC(=O)NC(=O)CSC1=Nc2ccccc2CS1,1
Cc1cc(C)c(C(=O)COC(=O)c2cccc(C)c2C)cc1C,8
CC(C)c1ccc2oc(-c3ccc(N)cc3O)nc2c1,4
COC(=O)CNC(=O)c1ccc(C)c(C)c1,2
CC1(c2nnnn2C2CCCC2)CCC(=O)N1c1ccc2c(c1)OCCO2 (centres undefined),1
Cc1cccc(C(=O)CC(=O)c2cccc(C)c2)c1,14
CCCOc1ccc(-c2nc(C#N)c(N3CCN(C(=O)c4cccs4)CC3)o2)cc1,1
NC(=O)CSc1nnc(-c2ccccc2Cl)n1-c1cccc(C(F)(F)F)c1,-2
CCC(=O)Nc1ccc(SC2CCCC2)cc1,-11
Cc1ccccc1-c1nc2ccccc2s1,11
Cc1cc(/C=C/C(=O)c2ccc(O)cc2)cc(C)c1O,-10
COc1ccc(CC(=O)Oc2ccccc2Br)c(OC)c1,3
COC(=O)[C@]12CCCCC=C1N(Cc1ccc3c(c1)OCO3)C(=O)[C@H](CC(=O)N1CCSCC1)C2,-9
CCOC(=O)c1ccc(NCc2ccnc(N3CCOCC3)c2)nc1,1
CCCn1nc(C(=O)OCc2nnc(C)o2)c2ccccc2c1=O,-9
